Shiga toxin inh: A qHTS for Small Molecule Inhibitors of Shiga Toxin | Vero cells, Shiga toxin protein synthesis inhibition reporter | inhibition, % at 38.7 µM | hit rate 9.2% among 290,000 | AID 2315, 2010; in the data active = inhibition mostly above about 28%, no sharp cut-off; inactive = mostly below about 43%; also: 0% is about no effect
AmpC inh no detg: qHTS Inhibitors of AmpC Beta-Lactamase (assay without detergent). P00811. AmpC nitrocefin hydrolysis, absorbance 480 nm, 0.0001% Triton. Potency, µM (series often up to 57.1 µM), for inactives: at the top dose activity change, negative = inhibition, usual class: inhibitors. hit rate 0.52% among 330,000. AID 485341, 2010;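 also: potency is read from the fitted curve at half-maximal effect; plate controls were no compound for no effect and no enzyme for full effect; nearly all actives have a fitted effect of over 20% in size; some results filed as inactive show a strong effect at the top dose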
Target sequence (P00811 whole entry, looked up): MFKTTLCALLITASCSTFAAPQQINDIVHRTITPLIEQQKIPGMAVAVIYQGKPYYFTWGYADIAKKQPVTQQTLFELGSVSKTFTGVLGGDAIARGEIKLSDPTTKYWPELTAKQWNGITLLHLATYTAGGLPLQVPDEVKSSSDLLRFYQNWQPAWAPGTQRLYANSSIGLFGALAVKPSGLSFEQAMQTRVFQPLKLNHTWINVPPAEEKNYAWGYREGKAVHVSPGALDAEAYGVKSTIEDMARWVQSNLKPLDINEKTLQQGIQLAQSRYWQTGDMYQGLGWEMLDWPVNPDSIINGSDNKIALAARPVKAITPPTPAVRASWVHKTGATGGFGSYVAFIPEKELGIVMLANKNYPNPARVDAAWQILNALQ
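20 mM phosphate pH 7.0 + 0.01% (detergent screen) or 0.0001% Triton X-100; 5.3 nM AmpC reagent; cpd preinc 15 min RT; nitrocefin (800 uM stock) to start; A480 q20 s × 4 min; Activity was normalised to no-enzyme and no-compound control wells.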
Tb PYK inh: qHTS of Trypanosoma Brucei Inhibitors; Potency, µM (top dose mostly 76.8 µM), for inactives: at the top dose activity, negative = inhibition, actives largely listed as inhibitors; pyruvate kinase (Trypanosoma brucei), Q57TT1; hit rate 0.12% among 410,000; AID 624173, 2012; TbPYK enzyme, Kinase-Glo Plus ATP luminescence, 45 min; also: potency is read from the fitted curve at half-maximal effect; % is scaled to controls: 0 for no effect and ±100 for the full control effect; nearly all actives have a fitted effect of over 50% in size
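T. brucei PYK with substrate was exposed to pin-transferred compounds across a concentration series, then started with 130 uM ADP (final). After 45 min at room temperature, Kinase-Glo Plus luminescence was read, normalized and curve-fitted.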
Cycloheximide cs: Cycloheximide Counterscreen for Small Molecule Inhibitors of Shiga Toxin | cell reporter, cycloheximide protein synthesis inhibition counterscreen | max response, % | hit rate 12% among 300,000; in the data active = max response mostly above about 13%, no sharp cut-off; inactive = mostly below about 14%; also: read at 38.3 µM for the half of the compounds with a filed dose; 0% is about no effect
LmPK inhibitor: qHTS Assay for Inhibitors of Leishmania Mexicana Pyruvate Kinase (LmPK). Q27686. purified LmPK, Kinase-Glo ATP luminescence, 1 h. Potency, µM (doses to about 57.5 µM), inactives show at the top dose activity change, negative = inhibition, hits mostly inhibitors. hit rate 0.37% among 290,000. AID 1721, 2009; also: potency is read from the fitted curve at half-maximal effect; % is scaled to controls: 0 for no effect and ±100 for the full control effect
Target sequence (Q27686 whole entry, looked up): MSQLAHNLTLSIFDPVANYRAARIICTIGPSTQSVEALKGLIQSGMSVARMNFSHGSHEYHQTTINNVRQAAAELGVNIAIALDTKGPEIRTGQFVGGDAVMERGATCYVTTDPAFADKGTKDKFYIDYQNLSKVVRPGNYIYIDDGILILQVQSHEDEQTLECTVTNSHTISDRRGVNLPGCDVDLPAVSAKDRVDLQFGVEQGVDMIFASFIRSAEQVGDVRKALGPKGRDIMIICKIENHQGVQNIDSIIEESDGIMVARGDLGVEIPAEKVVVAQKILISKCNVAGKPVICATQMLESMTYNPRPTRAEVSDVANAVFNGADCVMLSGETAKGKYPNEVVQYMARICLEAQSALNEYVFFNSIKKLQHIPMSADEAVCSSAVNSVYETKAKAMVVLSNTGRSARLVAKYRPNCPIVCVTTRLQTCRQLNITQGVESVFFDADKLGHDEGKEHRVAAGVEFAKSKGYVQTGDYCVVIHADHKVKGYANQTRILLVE
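Kinase-Glo luminescence read after 1 h RT reaction of 0.1 nM LmPK with 0.5 mM PEP and 0.1 mM ADP. Activity scaled between uninhibited and enzyme-free controls.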
Pf growth 48h: Primary qHTS for delayed death inhibitors of the malarial parasite plastid, 48 hour incubation. P. falciparum luciferase growth in erythrocytes, 48 h. Potency, µM (doses to about 28.7 µM), inactives show at the top dose activity change, negative = inhibition, hits mostly inhibitors. hit rate 5.9% among 310,000; also: potency is read from the fitted curve at half-maximal effect; % is scaled to controls: 0 for no effect and ±100 for the full control effect
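Luminescence readout; reporter = integrated firefly luciferase in P. falciparum. RBC culture at 2% hematocrit, 0.1% parasitemia final, 37 C/5% CO2; decreased signal taken as growth inhibition.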
Pf growth 96h: Primary qHTS for delayed death inhibitors of the malarial parasite plastid, 96 hour incubation | Potency, µM (highest dose often 28.7 µM), without a hit: top-dose activity change, negative = inhibition, actives largely listed as inhibitors | P. falciparum luciferase reporter growth, 96 h | hit rate 6.9% among 320,000; also: potency is read from the fitted curve at half-maximal effect; % is scaled to controls: 0 for no effect and ±100 for the full control effect
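96 h incubation, 37 C, 5% CO2, of luciferase-reporter P. falciparum-infected RBCs (2% hematocrit, 0.05% parasitemia final) with test compounds; endpoint luminescence.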
* = called active by the depositor; ? = inconclusive; · = no result given; [ ] = remark or other dose. Unless noted, calls follow the shape of the dose curve; as a rule, active = well fitted curve in the direction sought with a large enough effect; inconclusive = small, poorly fitted or top-dose-only effect, or another doubt; inactive = no such curve, though single readings can be large; an effect the other way counts as inactive or inconclusive. Compounds as they come. Share with any hit: about 22%.

SMILES	Shiga toxin inh	AmpC inh no detg	Tb PYK inh	Cycloheximide cs	LmPK inhibitor	Pf growth 48h	Pf growth 96h
CC(NC(=O)Cc1ccc(NC2=NC3CS(=O)(=O)CC3S2)cc1)c1ccccc1 (stereo not drawn)	-3	-7%	-3%	3	0%	8%	?
Cn1cccc1C(=O)NCc1ccccn1	·	-1%	-10%	·	·	1%	27%
C=C/C(C)=C/CC1C(=C)CCC2C(C)(C(=O)O)CCCC12C (stereo not drawn)	-2	-52%	-4%	-6	1%	?	-6%
C/C(NC(=O)c1cccc(F)c1)=C1/C(=O)C[C@@H]2[C@H]1C2(C)C	22	-5%	5%	23	6%	·	43%[activator]
CC(=O)NC(c1ccc([N+](=O)[O-])cc1)c1c(O)ccc2ccccc12 (stereo not drawn)	-8	-50%	3%	1	-1%	?	-23%
Cc1nn(CC(=O)NCCCN2CC(C)CC(C)C2)c(=O)c2cccn12 (stereo not drawn)	-4	-16%	1%	-8	1%	26%	10µM*
CCOC(=O)c1c(N)sc(C(=O)Nc2ccc3c(c2)OCO3)c1C	11	-12%	-20%	11	5µM*	133%[activator]	8%
CC(=O)Nc1ccc(NC(=S)NC(=O)c2ccc(C(C)(C)C)cc2)cc1	·	·	-3%	·	·	?	?
CC1Cc2ccccc2N1C(=O)CO/N=C/c1ccccc1OC(F)F (stereo not drawn)	0	-14%	4%	2	1%	-1%	-12%
COc1ccc(CCNCc2ccncc2)cc1	-10	-6%	6%	-2	-3%	·	66%[activator]
CSc1ncc(C(=O)Nc2cccc(S(N)(=O)=O)c2)n1-c1ccccc1	13	-28%	5%	-7	0%	10%	1%
Cc1[nH]c(C)c(S(=O)(=O)N(Cc2ccccc2)C(C)(C)C)c1C(=O)N1CCCC1	15	69%[activator]	-4%	-5	-4%	-13%	?

Random excerpt: 3 compounds from above.
SMILES	Shiga toxin inh	AmpC inh no detg	Tb PYK inh	Cycloheximide cs	LmPK inhibitor	Pf growth 48h	Pf growth 96h
COc1ccc(CCNCc2ccncc2)cc1	-10	-6%	6%	-2	-3%	·	66%[activator]
Cc1[nH]c(C)c(S(=O)(=O)N(Cc2ccccc2)C(C)(C)C)c1C(=O)N1CCCC1	15	69%[activator]	-4%	-5	-4%	-13%	?
C=C/C(C)=C/CC1C(=C)CCC2C(C)(C(=O)O)CCCC12C (stereo not drawn)	-2	-52%	-4%	-6	1%	?	-6%

New compounds follow
SMILES	Shiga toxin inh	AmpC inh no detg	Tb PYK inh	Cycloheximide cs	LmPK inhibitor	Pf growth 48h	Pf growth 96h
O=S(=O)(NN=C1CCCCCC1)c1ccccc1	-28	-21%	8%	-3	-10%	13%	52%[activator]
COc1ccc(N2C(=O)c3ccc(C(=O)OC(C)C)cc3C2=O)cc1	14	-11%	?	-3	4%	9%	?
Cc1cccc(-c2nc(CS(=O)CC(=O)N3CCc4ccccc4C3)c(C)o2)c1 (stereo not drawn)	-6	76%[activator]	-19%	-2	3%	·	11%
CC(C)Sc1nnc(CNC(=O)C23CC4CC(CC(C4)C2)C3)n1Cc1ccccc1	-11	166%[activator]	-25%	-6	2%	?	?
Cc1ccc(-c2nnn(CC(=O)N(c3ccccc3F)C(C(=O)NC3CCCC3)c3ccco3)n2)o1 (stereo not drawn)	-7	-8%	-10%	-4	15%	?	?
COc1ccc(C2=NOC(C(=O)N3CCOCC3)C2)cc1OC (stereo not drawn)	50*	-19%	2%	18*	-2%	109%[activator]	109%[activator]
CN(C)C(=O)c1cc(Cl)ccc1Sc1cc(Cl)ccc1Cl	-18	12%	3%	8	-4%	·	-23%
COc1ccccc1CNC1CCCc2ccccc21 (stereo not drawn)	-11	-22%	2%	0	-6%	-4%	?
O=C(CCCN1C(=O)c2ccccc2C1=O)Nc1ccc2c(c1)OCCO2	16	-18%	0%	7	-2%	-3%[5.75 µM]	?
COc1ccc(C2=NS(=O)(=O)N(C)C(C(=O)Nc3ccc(C(C)=O)cc3)=C2)cc1OC	-5	60%[activator]	-2%	-4	5%	-11%	32%[activator]
Clc1ccc(C[n+]2csc3ccccc32)cc1	43*	-18%	?	19*	2%	66%[activator]	15%
CCOC(=O)C1(Cc2cccc(OC)c2)CCN(Cc2ccc(C)s2)CC1	-8	48%	-1%	-1	0%	?	?
CSc1ccc(N2CCN(CCCNC(=O)Nc3ccccc3F)CC2)cc1	31	62%[activator]	-1%	12	3%	·	?
CC1(C)Cc2c(C#N)c(NCc3ccco3)nc(-c3ccco3)c2CO1	-14	-32%	-17%	6	11%	-26%	·
CCOc1ccccc1N1CCN(C(=O)c2cc3cc(OC)ccc3[nH]2)CC1	-7	0%	-21%	14	-4%	?	?
O=C(NNS(=O)(=O)c1ccc2ccccc2c1)NC1CCCCC1	-8	-33%	-10%	1	0%	9%	11%
Cc1c(C(=O)Nc2ccc(S(=O)(=O)Nc3ncccn3)cc2)oc2ccccc12	·	-35%	-5%	·	·	?	8%
Cc1ccc(N(CCC#N)C(=O)COC(=O)C2CCN(S(=O)(=O)c3ccc4c(c3)OCCO4)CC2)cc1	·	111%[activator]	1%	·	·	-17%	2%
O=C(CN1CCCC1)Nc1ccccc1C(=O)c1ccccc1	-5	-15%	0%	2	5%	13%	17%
CC1CC(C)CN(C(=O)COc2ccc(-c3nnco3)cc2)C1 (stereo not drawn)	-6	-6%	·	5	0%	12%	35%[activator]
CCN(CC)CC(=O)N1c2ccccc2Sc2ccccc21	-7	4%	7%	1	0%	-17%	-12%
Cc1[nH]n(-c2cccc3ccccc23)c(=O)c1/C=N/NC(=O)c1cccc([N+](=O)[O-])c1	16	?	-3%	-2	3%	?	47%[activator]
C/C(=N/NC(=O)c1ccccn1)c1ccc(O)cc1	60*	-8%	1%	32*	-18%	216%[activator]	312%[activator]
CCc1nnc2sc(-c3cc(-c4ccccc4)nc4ccccc34)nn12	3	-12%	-4%	1	-3%	-4%	-5%

Ordered by length of the SMILES (ascending): part of the list above.
SMILES	Shiga toxin inh	AmpC inh no detg	Tb PYK inh	Cycloheximide cs	LmPK inhibitor	Pf growth 48h	Pf growth 96h
C/C(=N/NC(=O)c1ccccn1)c1ccc(O)cc1	60*	-8%	1%	32*	-18%	216%[activator]	312%[activator]
CCOc1ccccc1N1CCN(C(=O)c2cc3cc(OC)ccc3[nH]2)CC1	-7	0%	-21%	14	-4%	?	?
Cc1[nH]n(-c2cccc3ccccc23)c(=O)c1/C=N/NC(=O)c1cccc([N+](=O)[O-])c1	16	?	-3%	-2	3%	?	47%[activator]

The results go on:
SMILES	Shiga toxin inh	AmpC inh no detg	Tb PYK inh	Cycloheximide cs	LmPK inhibitor	Pf growth 48h	Pf growth 96h
O=C(Cn1ncc2ccccc21)N1CCC2(CC1)OCCO2	-2	-5%	-6%	0	-7%	46%[activator]	98%[activator]
CCn1c(NCc2ccccc2Cl)nc2ccccc21	24*	-29%	-7%	29	1%	?	4%
COc1ccc(S(=O)(=O)N2Cc3ccccc3CC2C(=O)O)cc1OC (stereo not drawn)	4	-14%	-2%	-2	3%	·	?
O=c1[nH]c(/C=C/c2ccccn2)nc2ccccc12	70*	-12%	-2%	56*	-6%	-28%	?
C=CCC1NS(=O)(=O)OC(CCCC)C1O (stereo not drawn)	3	-17%	-3%	-2	9%	-19%	-7%
CCNC(=S)Nc1ccc(Cc2nc3ccccc3[nH]2)cc1	20	-23%	-5%	0	1%	13%	-14%
CCC(=O)Oc1ccc(/C(CC)=C(\CC)c2ccc(OC(=O)CC)cc2)cc1	6	-11%	8%	-3	-3%	?	?
Cn1c(=O)c(=O)n(C)c2cc(S(=O)(=O)CCC(=O)Nc3ccc(C(F)(F)F)cc3)ccc21	-3	-17%	-8%	-1	8%	?	20%
O=C(c1ccc(Br)c(S(=O)(=O)N2CCCCC2)c1)N1CCCCC1	-7	48%	6%	-2	-3%	?	?
C#CCNC(=O)C1=C[C@@H](c2ccc(C#C)cc2)[C@H](CCCO)[C@@H](OCC)O1	-17	37%	-2%	-3	5%	?	5%
Nc1cccc(-n2nncc2-c2ccc(Cl)cc2)c1	27	-13%	·	1	-1%	0%	0%[5.75 µM]
Cc1ccccc1S(=O)(=O)Cc1ccc(C(=O)NCCN2CCCCC2C)o1 (stereo not drawn)	4	8%	-4%	-1	-15%	?	0%
Cc1nn2c(-c3cccc(NC(=O)CSc4nc5ccccc5o4)c3)nnc2c2ccccc12	18	89%[activator]	-17%	14*	1%	?	7%
O=[N+]([O-])c1ccc(O)c(Nc2ncnc3ccc(Br)cc23)c1	8	-27%	-8%	-4	-6%	?	0%
CCCCCc1ccc(-c2cn(Cc3cccc(OC)c3)nn2)cc1	14	38%	6%	-2	-2%	21%	?
CC1=Nc2ccccc2/C1=C/c1c(N)n2c(S(=O)(=O)C(C)C)nsc2nc1=O	-38	-40%	5%	-11	1%	-28%	?
Cc1ccc2c(CN3CCN(C(=O)c4ccco4)CC3)cc(=O)oc2c1C	-12	33%	5%	1	0%	?	?
COc1ccc(OCCCN2CCc3ccccc3C2)cc1	-10	-6%	-1%	-3	4%	11%	0%
CCOc1ccc(N(CC(=O)Nc2cccc(Br)c2)S(C)(=O)=O)cc1	64*	6%	1%	26*	2%	3%	-48%
O=C(CCc1nc2ccccc2s1)NCc1ccccc1F	27	-22%	-25%	20	4%	26%	24%
O=C(O)CN1C(=O)NC2(CCOc3ccccc32)C1=O (stereo not drawn)	22	-15%	-23%	-1	2%	72%[activator]	1%
O=C(c1cnn2c(C(F)(F)F)cc(-c3cccs3)nc12)N1CCN(C(c2ccccc2)c2ccccc2)CC1	-2	-14%	6%	9	-2%	0.93µM*	?
Cc1sc(-c2cccnc2)nc1OC(=O)C1CC1	-9	-25%	-8%	8	-3%	0%	-11%
CCc1cc2ccc(C)cc2nc1SCC(=O)Nc1cc(C)on1	7	-9%	0%	2	5%	-12%	?
CN(C)/C=C1\N=C(c2ccccc2)OC1=O	19	-2%	4%	15*	-16%	27%	35%[activator]
COc1ccc(-n2c(C)cc(/C=C/c3nc(O)c([N+](=O)[O-])c(=O)[nH]3)c2C)cc1	4	-24%	-9%	3	1%	-28%	-24%
CCSc1nnc2c(n1)OC(C)(C)Nc1ccccc1-2	65*	-43%	-5%	34*	3%	36%[activator]	15%
CC(=O)N(c1c(C)n(C)n(-c2ccccc2)c1=O)C1(C(=O)NC2CCCC2)CCCCC1	-22	-16%	4%	-3	-13%	3%	?
COCCc1nc2ccc(C(=O)N3CCCC(CCCO)C3)cc2o1 (stereo not drawn)	4	-3%	-2%	15	2%	3%	33%[activator]
COc1ccc2[nH]c(=O)c(CNc3ccccc3OC)cc2c1	5	-14%	-4%	11	3%	-19%	-3%
CCOC(=O)SC1=N/C(=C\c2ccc(N(C)C)cc2)C(=O)S1	-4	-18%	-4%	6	-19%	21%	11%[5.75 µM]
O=c1oc(-c2ccccc2F)nc2scc(-c3ccccc3)c12	32*	-15%	0%	21*	2%	48%[activator]	?
NC(=O)c1nsc(C(=O)N(CC(=O)NC2CCCCC2)Cc2ccc(F)cc2)c1N	116*	-8%	-2%	53*	0%	36%[activator]	4%
FC(F)(F)c1cc(-c2ccccc2)nc(-n2cc(Cl)cn2)n1	-7	-3%	-1%	0	3%	?	?
